CHT block – inhibitors of human choline transporter CHT. 0.86% of 310,000 active. B-score at 10 µM. CHT-expressing cells, membrane potential dye, choline response; active compounds read low. High affinity choline transporter 1 (Homo sapiens), Q9GZV3;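 active means B-score over 3 SD under the library average, and starting fluorescence ratio not unusually high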;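 further: choline stimulus applied at its EC90 after an EC20 pre-addition; B-score computed on integrated fluorescence ratio after choline addition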
Target sequence (Q9GZV3 whole entry, looked up): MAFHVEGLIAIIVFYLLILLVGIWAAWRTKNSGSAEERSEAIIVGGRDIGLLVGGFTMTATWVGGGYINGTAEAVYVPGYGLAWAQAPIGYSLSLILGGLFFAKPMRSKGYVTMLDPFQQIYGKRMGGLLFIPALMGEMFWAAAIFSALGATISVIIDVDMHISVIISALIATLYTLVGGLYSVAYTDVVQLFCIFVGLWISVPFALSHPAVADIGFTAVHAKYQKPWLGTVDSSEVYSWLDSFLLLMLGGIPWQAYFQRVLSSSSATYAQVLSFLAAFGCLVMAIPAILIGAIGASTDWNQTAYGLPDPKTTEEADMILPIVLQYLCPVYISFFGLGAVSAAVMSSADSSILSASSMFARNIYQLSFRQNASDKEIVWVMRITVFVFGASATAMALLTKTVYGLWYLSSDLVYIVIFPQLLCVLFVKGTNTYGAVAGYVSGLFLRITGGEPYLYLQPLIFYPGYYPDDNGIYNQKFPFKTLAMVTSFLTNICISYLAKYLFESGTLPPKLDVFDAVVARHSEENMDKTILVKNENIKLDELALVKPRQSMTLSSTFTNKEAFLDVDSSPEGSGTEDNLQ
KCNQ2 block – KCNQ2 potassium channel inhibitors, primary screen, cell-based, CHO-K1, FluxOR thallium flux, B-score (AID 2156); 20 min; active compounds read low; 1.1% of 310,000 active; B-score at 10 µM; Potassium voltage-gated channel subfamily KQT member 2 (Rattus norvegicus), O88943;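 active means fluorescence ratio B-score at most minus 3 library SDs, with starting brightness B-score within 2 library SDs, cut at about -5.5 in these data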
* = called active by the depositor; i = inactive; nt = not tested or not shown. Hits appear at their usual frequency. Share with any hit: about 1.9%.

SMILES	CHT block	KCNQ2 block
COc1cccc(-c2cccc(NC(=O)C3CCN(CC4CCOC4)CC3)c2)c1 (stereo not given)	i	i
CCN1CCN(C(=O)N(Cc2ccc(Cl)cc2)S(=O)(=O)c2ccc(C)cc2)CC1	i	i
Nc1cc2c(cc1[N+](=O)[O-])OCCOCCOCCO2	i	i
CCOc1ccc(-c2cnc3n2CCC3)cc1	i	i
COc1nnc(-c2ccc(C)c(S(N)(=O)=O)c2)c2ccccc12	i	i
COc1cc(CO)ccc1OCC(=O)Nc1cccc2ccccc12	i	i
C=CCN1C(=O)C(Cc2ccc(OCC)cc2)SC1=Nc1ccc(C(=O)O)cc1 (stereo not given)	i	i
CC(C(O)c1ccc(O)cc1)N1CCC(Cc2ccccc2)CC1 (stereo not given)	i	i
COc1ccc(-c2noc(N3CCC(C(=O)N4CCN(c5ccccn5)CC4)CC3)n2)cc1	i	i
Cc1ccsc1C(=O)OC1CCOC1=O (stereo not given)	i	i
O=C(NCCS(=O)(=O)N1CCN(c2ccc(F)cc2)CC1)c1ccc(Br)o1	i	i
Cc1cc(-c2ccco2)n(-c2ccccc2)n1	i	i
COc1cc(C(=O)OCC(=O)c2cc(C)n(CC3CCCO3)c2C)ccc1OCC(=O)N1CCOCC1 (stereo not given)	i	i
Cc1nnc(SCC(=O)Nc2nsc(-c3ccc(C(C)(C)C)cc3)n2)s1	i	i
COCCNS(=O)(=O)c1cc(Br)ccc1OC	i	i
Cn1c(CN2CCCCC2)nc2cc([N+](=O)[O-])ccc21	i	i
CCOC(=O)c1cc2c(=O)n3ccccc3nc2n(C(C)C)c1=NC(=O)c1c(-c2ccccc2Cl)noc1C	i	i
CN(C(=O)c1cccs1)c1ccc(OCC(=O)N2CCC(C(N)=O)CC2)cc1	i	i
COc1ccc(C(=O)N2CCN(c3ccc(C)cc3)CC2)cc1OC	i	i
CC1(C)CC(=O)c2cc(C(=O)NNc3ccccc3)c(=O)n(-c3ccccc3)c2C1	i	i

The last 2 records of the section before lead into the next:
SMILES	CHT block	KCNQ2 block
COc1ccc(C(=O)N2CCN(c3ccc(C)cc3)CC2)cc1OC	i	i
CC1(C)CC(=O)c2cc(C(=O)NNc3ccccc3)c(=O)n(-c3ccccc3)c2C1	i	i
O=C(Nc1ccccc1C(=O)Nc1ccccc1C(=O)NCc1ccco1)c1ccco1	i	i
Cn1nc(C(F)(F)F)cc1-c1ccc(/C=C(\C#N)C(=O)c2cccc(C(F)(F)F)c2)s1	i	i
CCc1ccc(CN(C)C(=O)C2CCC(=O)N(Cc3cccc(OC)c3)C2)nc1 (stereo not given)	i	i
COc1ccc(NC(=O)c2ccc(CN3CCN(c4ccccc4)CC3)cc2)cc1	i	i
O=C(O)c1ccc2cccc(O)c2n1	i	i
Cc1ccc(CN2CCC(n3nccc3NC(=O)CCOc3ccccc3)CC2)cc1C	i	i
Cc1ccc(-n2c(=O)[nH]cc(C(=O)Nc3ccc4c(c3)OCCO4)c2=O)cc1	i	i
O=C(O)c1cc(N/N=C/C(Cl)=C/c2ccccc2)ccc1Cl	i	i
N#CC1(c2ccc(NC(=O)c3ccccc3F)cc2)CCCC1	i	i
Cc1ccsc1C(=O)N1CCCC(CCC(=O)N2CCN(c3ccccn3)CC2)C1 (stereo not given)	i	i
CS(=O)(=O)N(CCc1ccccc1)CC(=O)N1CCN(Cc2ccccc2)CC1	i	i
CCCCn1c(N)c(N(CCOC)C(=O)c2ccc(-c3ccccc3)cc2)c(=O)[nH]c1=O	i	i
Cc1ccc(-c2nc3sc4c(N)ncnc4c3c3c2CCCC3)cc1	i	i
COc1ccccc1CNc1ccc2nnc(CCNC(=O)c3ccc(C)cc3)n2n1	i	i
COc1ccccc1N1CCN(C(=O)C2CCCN(c3ncnc4c3nc3n4CCCCC3)C2)CC1 (stereo not given)	i	i
CCc1ccccc1NC(=O)CN(C)Cc1c(O)ccc2ccccc12	i	i
COc1ccccc1NC(=O)Oc1cccc(OC(=O)c2ccccc2)c1	i	i
O=C(NCC1(N2CCCCC2)CCCCC1)c1ccc(NS(=O)(=O)c2ccccc2)cc1	i	i
O=C(CCN1C(=O)/C(=C/C=C/c2ccccc2)SC1=S)Nc1ccccn1	i	i
COc1ccc([N+](=O)[O-])cc1NC(=O)CSc1ncccn1	i	i
CCOc1ccc(-c2nnn(CC(=O)NCc3ccc(F)cc3)n2)cc1OCC	i	i
O=C(COc1ccc(S(=O)(=O)NC2CCCCC2)cc1Cl)N1CCN(c2ccccc2)CC1	i	i
OC(c1ccc(Cl)cc1)c1nnc(-c2ccccc2)o1 (stereo not given)	i	i
Cc1cc(C)c(C)c(Oc2ncnc(N)c2[N+](=O)[O-])c1	i	i
COc1ccccc1CN(C(=O)c1ccco1)C(C(=O)NC1CCCC1)c1ccncc1 (stereo not given)	i	i
Cc1ccc2c(c1)C1CN(C)CCC1N2C(=O)c1ccccc1NS(=O)(=O)c1cccc(C(F)(F)F)c1 (stereo not given)	-6.9*	i
O=C(CCN1CCc2ccccc2C1)Nc1ccc2c(c1)OCO2	i	i
O=C(NCCc1ccccc1)C(=O)NCC1CCCN1S(=O)(=O)c1ccccc1 (stereo not given)	i	i
Cc1nc2nc(CSc3nnc(C)s3)cc(=O)n2[nH]1	i	i
CCOc1ccc(NC(=O)c2cccc(NC(=O)c3ccccc3)c2)cc1	i	i
CN1C/C(=C/c2ccsc2)C(=O)/C(=C/c2ccsc2)C1	i	i
O=C(NC12CC3CC(CC(C3)C1)C2)c1cc(F)c(F)cc1Cl	i	i
CCOc1ccccc1CNC(=O)C1Cc2cc(S(=O)(=O)N3CCCCC3)ccc2N1C(C)=O (stereo not given)	i	i
O=C(CCCCCNc1nc(=S)[nH]c2ccccc12)NCCc1ccc(Cl)cc1	i	i
O=C(NCc1cccs1)C(=O)NCC(c1ccco1)N1CCN(c2ccccc2F)CC1 (stereo not given)	i	i
COC(=O)/C=C1/S/C(=N/NC(=O)c2ccccc2)NC1=O	i	i
COc1ccc(CCNc2nc(=O)[nH]nc2C)cc1OC	i	i
Cc1cccc(C)c1OCC(O)CN1CCCCC1 (stereo not given)	i	i
CCCN(CCC)CCCNC(=O)c1cc2c(=O)[nH]c3ccccc3c2s1	i	i
Cc1ccc(C(=O)NCC(=O)Nc2ccncc2)cc1C	i	i
CCCCNC(=S)N(C)/N=C/c1ccc(OCC(=O)Nc2c(C)cc(C)cc2C)c(OC)c1	i	i
Cc1oc(/C=N/NC(=O)CN(c2ccccc2Br)S(C)(=O)=O)cc1Br	i	i
CC(=O)Nc1ccc(S(=O)(=O)N(C)CC(=O)OCC(=O)N2CCCCC2)cc1	i	i
CC1C(=O)N2CCCc3cc(S(=O)(=O)N4CCN(c5ccc(F)cc5)CC4)cc1c32 (stereo not given)	i	i
O=C(Nc1ccccc1C(=O)N1CCN(c2ccccc2)CC1)c1ccco1	i	i
COc1cc(C2C(C#N)=C(N)N(N(C)C)C3=C2C(=O)CC(C)(C)C3)ccc1O (stereo not given)	i	i
O=C(CSc1ncn[nH]1)N/N=C/c1ccc(F)cc1	i	i
Cc1ccc(Sc2nnc(Cc3ccccc3)c3ccccc23)cc1	i	i
CC(O)c1nc(C(C)O)n(CC(=O)c2ccccc2)n1 (stereo not given)	i	i
COc1ccc(Br)cc1CN(C)C(C)C(=O)Nc1cccc(C(C)=O)c1 (stereo not given)	i	i
O=C(NCc1ccc(-c2nc3ccccc3s2)cc1)c1cc2ccccc2o1	i	i
O=C(NC(=S)Nc1ccc2oc(=O)ccc2c1)c1ccco1	i	i
CCOC(=O)CNC(=O)COc1coc(CN2CCN(Cc3ccccc3)CC2)cc1=O	i	i
CCc1ccc(C(=O)c2cnc3ccc(OC)cc3c2N2CCN(CC)CC2)cc1	i	i
O=c1c2ccccc2n2cnnc2n1-c1ccccc1	i	i
COc1cnc(-c2ccccn2)nc1Sc1c(Cl)cccc1Cl	i	i
C(=N\Nc1nc(Nc2ccccc2)nc(Nc2ccccc2)n1)/c1cccnc1	i	i
COc1ccc(C2CC3(CC(C)(C)NC(SC)=N3)Oc3cc(O)cc(C)c32)cc1 (stereo not given)	i	i
COc1ccccc1N1CCN(Cc2ccsc2)CC1	i	i
COc1cc(OC)c(NC(=O)CN(C)S(=O)(=O)c2ccc3[nH]c(=O)oc3c2)cc1Cl	i	i

The list goes on; the last five above are carried over.
SMILES	CHT block	KCNQ2 block
COc1cnc(-c2ccccn2)nc1Sc1c(Cl)cccc1Cl	i	i
C(=N\Nc1nc(Nc2ccccc2)nc(Nc2ccccc2)n1)/c1cccnc1	i	i
COc1ccc(C2CC3(CC(C)(C)NC(SC)=N3)Oc3cc(O)cc(C)c32)cc1 (stereo not given)	i	i
COc1ccccc1N1CCN(Cc2ccsc2)CC1	i	i
COc1cc(OC)c(NC(=O)CN(C)S(=O)(=O)c2ccc3[nH]c(=O)oc3c2)cc1Cl	i	i
CCOC(=O)CCNCc1ccc(F)cc1	i	i
CCc1cc2c(=O)c(-c3ccc4c(c3)OCCO4)c(C)oc2cc1OS(C)(=O)=O	i	i
CCCCC(=O)Nc1c(-c2cccc(OC)c2)c(=O)c2ccccc2n1C	i	i
CC(=O)c1ccc(NC(=O)C2C3C=CC(O3)C2C(=O)O)cc1 (stereo not given)	i	i
Cc1cc(Cl)cc(Cl)c1OCCOCCN(C)C	i	i
O=C(COc1ccccc1)NCC(=O)NC1=NCCS1	i	i
Cn1cc(SCC(=O)Nc2ccc3c(c2)OCO3)c2ccccc21	i	i
CCCNC(=O)COC(=O)c1ccc(Cl)c(S(=O)(=O)N2CCCC2)c1	i	i
Nc1cc(N)nc(SCC(=O)Nc2ccccc2N2CCOCC2)n1	i	i
CC(=O)Nc1cccc(-c2cn3ccccc3n2)c1	i	i
Cc1ccccc1-c1nnc(CS(=O)(=O)c2ccccc2)o1	i	i
CC(C)CC(=O)NC(=S)NCc1ccccc1	i	i
CCc1cccc(C)c1NC(=O)c1ccc(CN2CCc3ccccc3C2)cc1	-5.4*	i
CCOC(=O)c1nnn(-c2nonc2N)c1CN1CCc2ccccc2C1	i	i
Cc1c(NC(=O)c2ccc(C(C)(C)C)cc2)cccc1[N+](=O)[O-]	i	i
Cc1cc(C)n2c(SCC(=O)N(C)C3CCS(=O)(=O)C3)nnc2n1 (stereo not given)	i	i
CCN(C(=O)CN1C(=O)S/C(=C\c2ccc(F)cc2)C1=O)C1CCS(=O)(=O)C1 (stereo not given)	i	i
Cc1cc(C)c(C(=O)N2CCCC(CNS(=O)(=O)N(C)C)C2)o1 (stereo not given)	i	i
O=C(O)c1ccccc1OC(C(=O)Nc1cc(Cl)cc(Cl)c1)c1ccccc1 (stereo not given)	i	i
Cc1ccc(S(=O)(=O)NCC(=O)N(CC(=O)NC2CCCCC2)CC2CCCO2)cc1 (stereo not given)	i	i
CCCOc1ccc(/C=N/Nc2cccc([N+](=O)[O-])c2)c(O)c1	i	i
CC(C)c1nnc(NC(=O)c2cccc(NC(=O)C(F)(F)F)c2)s1	i	-5.9*
CC(Sc1nnc(-c2ccccc2F)n1C1CC1)C(=O)NC(N)=O (stereo not given)	i	i
O=C(N/N=C/c1ccccn1)c1cc(C2CC2)[nH]n1	i	i
N#Cc1cccc(NC(=O)C2SC(=Nc3ccccc3)C(C(=O)N3CCOCC3)=C2N)c1 (stereo not given)	i	i
O=C(NNC(=O)c1ccc(Cl)cc1Cl)Nc1ccccc1	i	i
Cc1ccc(SCC(=O)OCC(=O)NCCC2=CCCCC2)cc1	i	i
O=c1c2ccccc2sc2nc(C3CCCCC3)n(Cc3ccco3)c(=O)c12	nt	i
CC(=O)N1CCC(C(=O)Nc2ccc(S(=O)(=O)N3CCCCC3)cc2)CC1	i	nt
Cc1noc(C)c1S(=O)(=O)N1CCC(C(N)=O)CC1	i	i
COc1cccc(-c2nc(CS(=O)(=O)CC(=O)Nc3ccccc3Cl)c(C)o2)c1	i	i
O=C(CCS(=O)(=O)c1ccc(F)cc1)Nc1nnc(-c2ccco2)o1	i	i
O=c1c2ccccc2c(-c2ccc(Cl)cc2)nn1-c1ccccc1	i	i
Cc1ccc(C(=O)NCC(=O)OCc2csc(-c3ccccc3)n2)cc1	i	i
O=C(CCC1N=C2c3ccccc3N=C(SCc3cccc(Cl)c3)N2C1=O)NCc1ccco1 (stereo not given)	i	i
COc1ccc2[nH]c(C(=O)Nc3cccc(C)n3)cc2c1	i	i
COC(=O)C1=C(C)N(C)C(=S)NC1c1ccccc1 (stereo not given)	i	i
COCCNC(=O)CSc1nc2nn(-c3ccccc3)c(=O)c-2c2n1CCCCC2	i	i
Cc1cccc(-c2nnc(SCC(=O)Nc3cccc(C(=O)N4CCOCC4)c3)n2C)c1	i	i
CCOC(=O)CSc1nnc(-c2ccco2)n1-c1ccccc1	i	i

Of the compounds above, four contain bromine.
SMILES	CHT block	KCNQ2 block
O=C(NCCS(=O)(=O)N1CCN(c2ccc(F)cc2)CC1)c1ccc(Br)o1	i	i
COCCNS(=O)(=O)c1cc(Br)ccc1OC	i	i
Cc1oc(/C=N/NC(=O)CN(c2ccccc2Br)S(C)(=O)=O)cc1Br	i	i
COc1ccc(Br)cc1CN(C)C(C)C(=O)Nc1cccc(C(C)=O)c1 (stereo not given)	i	i

(listing goes on)
SMILES	CHT block	KCNQ2 block
CC(=O)Nc1c(-c2ccccc2)nc2ncccn12	i	i
CCN1CCN(c2cc(C)c3cc(NC(=O)c4cncc(Br)c4)ccc3n2)CC1	i	i
COc1cc(/C=C/C(=O)OCC(=O)Nc2ccc(C)cc2[N+](=O)[O-])ccc1O	i	i
CCCc1cc(C(=O)N2CCCC(C(=O)c3ccc(Cl)cc3)C2)n(C)n1 (stereo not given)	i	i
CNS(=O)(=O)c1ccc2nc(NC(=O)/C=C/c3ccco3)sc2c1	i	i

Assay outcomes deposited in PubChem BioAssay by Johns Hopkins Ion Channel Center.
